# C8 TRAIL sens = sensitizes caspase-8 expressing cells to TRAIL | inhibition (viability loss, TRAIL sensitization), % at 10 µM | NB7+C8 cells + TRAIL, ATPlite viability luminescence | 1% of 360,000 active;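 active = compounds causing at least 50% loss of cell viability in the single-dose screen, relative to plate controls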
# TROY signal inh = inhibitors of TROY-dependent NF-kB signaling. Q293 LMP1-TROYcd NF-kB luciferase reporter, 4 h. inhibition, % at 10 µM. 0.98% of 360,000 active;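 active = compounds whose plate-normalised and pattern-corrected inhibition of the luciferase reporter signal at the single screening dose is 50% or more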
# SRC1 inh = inhibitors of human steroid receptor coactivator 1 (SRC1). Q15788. HEK293 GAL4-SRC1 luciferase reporter, luminescence. inhibition, % at 3.6 µM. 0.12% of 360,000 active. AID 588354;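 active = inhibition above the campaign mean plus 3 SD, with each screening campaign given its own cutoff, cut at about 60% in these data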;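 also: 0% = DMSO treated cells and 100% = gossypol at 36 µM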
# NCOA2 inhibitor = human SRC2 (NCOA2) inhibition; HEK293 GAL4-SRC2 luciferase reporter, luminescence; inhibition, % at 9 µM; 0.17% of 370,000 active;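 active = inhibition above the mean inhibition of all tested compounds plus 3 SD, set per campaign, cut at about 52% in these data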;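 also: 0% = DMSO treated cells and 100% = cells given Gossypol at 36 µM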
# SRC3 inh = human NCOA3 inhibition; Q9Y6Q9; HEK293 GAL4-SRC3 luciferase reporter, luminescence; inhibition, % at 3.6 µM; 0.17% of 360,000 active;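 active = inhibition above a per-campaign cutoff, the mean of all compounds plus 3 SD, cut at about 60% in these data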;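 also: 0% = DMSO-treated cells and 100% = gossypol-treated cells at 36 µM; higher means less SRC3-driven luciferase light from the GAL4 reporter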
# Target sequence (Q9Y6Q9 whole entry, looked up, the tested form may be a part): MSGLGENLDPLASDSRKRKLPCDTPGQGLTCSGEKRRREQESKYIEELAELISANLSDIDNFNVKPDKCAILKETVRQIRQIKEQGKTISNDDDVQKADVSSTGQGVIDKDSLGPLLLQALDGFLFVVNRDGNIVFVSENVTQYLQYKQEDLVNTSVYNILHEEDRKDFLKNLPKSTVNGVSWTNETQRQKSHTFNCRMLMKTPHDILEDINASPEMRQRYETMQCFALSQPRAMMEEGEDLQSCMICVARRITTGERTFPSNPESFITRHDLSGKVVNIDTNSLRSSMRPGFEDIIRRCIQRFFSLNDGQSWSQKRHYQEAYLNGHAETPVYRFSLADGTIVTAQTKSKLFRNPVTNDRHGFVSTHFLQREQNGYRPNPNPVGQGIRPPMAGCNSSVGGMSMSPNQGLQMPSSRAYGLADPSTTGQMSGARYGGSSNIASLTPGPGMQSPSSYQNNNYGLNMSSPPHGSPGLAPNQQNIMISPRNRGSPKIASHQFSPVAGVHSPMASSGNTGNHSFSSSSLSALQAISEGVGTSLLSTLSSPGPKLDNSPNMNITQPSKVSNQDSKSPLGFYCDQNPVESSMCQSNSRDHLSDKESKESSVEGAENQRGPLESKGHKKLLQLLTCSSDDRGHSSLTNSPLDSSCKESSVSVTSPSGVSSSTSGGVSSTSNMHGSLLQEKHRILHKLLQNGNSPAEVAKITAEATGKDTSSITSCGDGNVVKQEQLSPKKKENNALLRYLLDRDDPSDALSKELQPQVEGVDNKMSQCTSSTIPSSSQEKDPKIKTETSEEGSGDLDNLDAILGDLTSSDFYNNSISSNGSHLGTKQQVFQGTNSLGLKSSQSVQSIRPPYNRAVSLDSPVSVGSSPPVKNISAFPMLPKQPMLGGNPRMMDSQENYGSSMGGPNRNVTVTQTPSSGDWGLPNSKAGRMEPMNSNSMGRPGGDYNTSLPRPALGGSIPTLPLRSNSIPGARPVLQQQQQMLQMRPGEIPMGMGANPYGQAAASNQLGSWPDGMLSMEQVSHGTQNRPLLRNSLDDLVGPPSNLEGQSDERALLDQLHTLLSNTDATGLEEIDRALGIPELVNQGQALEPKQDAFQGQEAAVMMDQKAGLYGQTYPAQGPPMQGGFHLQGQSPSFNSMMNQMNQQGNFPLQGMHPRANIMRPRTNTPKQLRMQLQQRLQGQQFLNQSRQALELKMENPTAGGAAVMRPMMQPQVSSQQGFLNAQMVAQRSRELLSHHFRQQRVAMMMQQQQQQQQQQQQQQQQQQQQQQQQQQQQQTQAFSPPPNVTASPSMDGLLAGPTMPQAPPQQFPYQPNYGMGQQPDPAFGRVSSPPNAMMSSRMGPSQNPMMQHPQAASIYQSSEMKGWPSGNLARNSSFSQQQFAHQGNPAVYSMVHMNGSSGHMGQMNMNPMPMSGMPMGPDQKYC
# NR5A2 inv ag = inverse agonists of human LRH-1 (NR5A2) | 0.13% of 360,000 active | O00482 | AID 602396 | inhibition, % at 3.6 µM | HEK293T StAR-luciferase reporter, LRH-1 transfected, 24 h;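 active = inhibition above the mean inhibition of all tested compounds plus 3 SD, cut at about 73% in these data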;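 also: 0% = DMSO wells and 100% = reporter-only cells lacking LRH-1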
# LMP1 NFkB inh = inhibitors of Epstein-Barr LMP1-induced NF-kappaB reporter. AID 504558. 0.69% of 350,000 active. LMP1-induced NF-kappaB luciferase reporter cells, luminescence. inhibition, % at 12.5 µM; in the data active = inhibition above about 41%;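 also: 0% = neutral control wells and 100% = reference inhibitor control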
# NOD2 RIPK2 PPI = inhibitors of human NOD2-RIPK2 interaction; O43353; CHO BLA complementation NOD2-RIPK2, CCF4 ratio; inhibition, % at 4.98 µM; 0.38% of 360,000 active; AID 624267; in the data active = inhibition above about 21%;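 also: 0% = vehicle only and 100% = reference blocker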
# TLR9-MyD88 inh = inhibitors of human TLR9-MyD88 binding | Q9NR96+Q99836 | CHO BLA complementation TLR9-MyD88, CCF4 FRET ratio | inhibition, % at 4.98 µM | 0.21% of 340,000 active | AID 504734;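 active = inhibition above the mean over all tested compounds plus 3 SD, cut at about 21% in these data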;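 also: 0% = DMSO only wells and 100% = clavulanate BLA inhibitor control wells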
# Vif inh = inhibitors of HIV Vif; HEK293T cells, Vif self-association by quenched fluorescence, imaging, 24 h; inhibition, % at 7.49 µM; 0.35% of 340,000 active; in the data active = inhibition above about 50%, passing the limit was not always enough; also: some results filed as inactive read as strong as hits
# NR2F2 inh = NR2F2 (human) inhibition, primary screen; P24468; HEK293T NGFI-A luciferase reporter, luminescence; inhibition, % at 8.6 µM; 0.7% of 370,000 active; AID 686940;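 active = inhibition above a per-plate cutoff, mean inhibition of test wells between control levels plus 3 SD, cut at about 38% in these data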;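 also: cells cotransfected with COUP-TFII expression vector driving the NGFI-A reporter; 0% = median of COUP-TF2 test wells and 100% = reporter-only cells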
# An asterisk follows results filed as active; nt = not tested or not shown. A portion of the library; the hit share may differ from the screen's.
No.	Structure	C8 TRAIL sens	TROY signal inh	SRC1 inh	NCOA2 inhibitor	SRC3 inh	NR5A2 inv ag
1	COc1ccc(CCNC(=O)CS(=O)Cc2nc(-c3ccccc3F)oc2C)cc1OC (centres undefined)	-12	-4	-2	5	-19	1
2	CCOC(=O)C1C(C(=O)OCC)C1(c1ccccc1)c1ccccc1 (centres undefined)	9	-35	-1	-30	13	3
3	Cc1cc(C(=O)CSc2nnc(Nc3ccccc3)s2)c(C)n1CC1CCCO1 (centres undefined)	14	-4	-4	-15	-24	-18
4	Cc1cc(C)cc(SCc2noc(C(=O)NCCN(C)C)c2C(=O)NCCN(C)C)c1	12	-7	-17	-6	7	17
5	COC(=O)CCCC1=CC2=CC(=O)C(C)(OC(=O)c3cccs3)C(=O)C2=CN1CCc1c[nH]c2ccccc12 (centres undefined)	-6	-4	-3	-4	-4	-7
6	O=C(O)CC(Sc1n[nH]c(=S)s1)C(=O)O (centres undefined)	18	14	5	2	6	-11
7	O=C(c1ccccc1/S(=N/S(=O)(=O)c1ccccc1)N1CCOCC1)N1CCOCC1 (centres undefined)	8	-75	0	14	-9	2
8	COc1cccc(CN(C)C(=O)c2cc(-c3cccs3)nc3ccccc23)c1	21	22	5	-2	19	29
9	O=C(CCCn1c(=O)[nH]c2cc(Cl)ccc2c1=O)NCCCN1CCCC1=O	3	-24	-10	1	-20	7
10	O=C(CN1C(=O)NC2(CCOc3ccccc32)C1=O)NCCc1ccccc1 (centres undefined)	-18	-12	-11	25	11	-5
11	Cc1ccc(N(CCCCN2C(=O)c3ccccc3C2=O)C(=O)c2cccs2)cc1	-6	10	-10	-13	-3	15
12	N#Cc1cccc(CSc2ncnc(N)n2)c1	1	8	-13	-38	-26	10

No.	LMP1 NFkB inh	NOD2 RIPK2 PPI	TLR9-MyD88 inh	Vif inh	NR2F2 inh
1	3	-12	-15	2	10
2	-8	2	-4	0	21
3	-4	1	-5	nt	5
4	-25	5	4	-2	-14
5	-10	-13	-1	-4	8
6	4	-5	-5	-1	-22
7	3	1	8	4	-2
8	0	4	8	-8	7
9	-2	-19	-13	nt	8
10	-8	-3	5	-1	16
11	-1	0	1	nt	17
12	6	9	5	0	12

# (cont.)
No.	Structure	C8 TRAIL sens	TROY signal inh	SRC1 inh	NCOA2 inhibitor	SRC3 inh	NR5A2 inv ag
13	S=c1nn[nH]c2ccccc12	-4	7	-10	2	-18	19
14	CCOC(=O)N1CCN(C(=O)CSc2nc(=O)n3ccc(C)cc3n2)CC1	-1	-9	-8	-32	-11	-1
15	CCC(=O)N(CCC1(C(C)C)CCOC(C)(C)C1)C(C)c1cccs1 (centres undefined)	-12	-4	-5	15	1	4
16	COc1ccc(-c2nc(SCC(=O)NCc3ccco3)c(-c3ccccc3)[nH]2)cc1OC	3	4	9	-3	17	33
17	CCS(=O)(=O)NCCc1csc(-c2cccnc2)n1	-13	-6	4	10	-10	-15
18	Cc1ccc(NC(=O)CN(C)C(=O)CSc2nnc(C(F)(F)F)n2C)cc1	-15	22	13	2	-22	10
19	Cc1nn(-c2nnc(C)c(=O)[nH]2)c(C)c1SCC(=O)Nc1ccc(C(C)C)cc1	-9	-14	-13	-6	-3	-5
20	CC(=O)Oc1ccc(Cn2c(C)c(C(=O)NC3CC3)sc2=O)cc1	-36	10	-2	-2	-10	18
21	CC(CSc1nnnn1-c1ccccc1)Cn1c(N2CCN(C)CC2)nc2c1c(=O)[nH]c(=O)n2C (centres undefined)	4	-6	-4	-7	21	-1
22	C=CCN=C(NC#N)SCCc1ccccc1	3	-36	-9	-26	3	-25
23	COCCN(C(=O)CNC(=O)c1ccco1)C(C(=O)NC1CCCC1)c1ccc(OC)cc1 (centres undefined)	2	11	-9	8	8	12
24	O=C(O)c1ccc2noc(-c3ccccc3)c2c1	-5	-43	-98	-9	-124	-132

No.	LMP1 NFkB inh	NOD2 RIPK2 PPI	TLR9-MyD88 inh	Vif inh	NR2F2 inh
13	3	-5	-4	-1	-12
14	1	3	-12	2	4
15	5	-5	1	17	18
16	8	6	0	-10	-8
17	-3	-2	-8	-2	6
18	6	-29	-10	-15	8
19	2	9	-1	5	-2
20	nt	0	nt	2	8
21	4	-2	13	4	7
22	-1	-3	3	4	-6
23	-3	4	-5	16	-10
24	-42	8	2	2	-15

# Some of these compounds in order of length of the SMILES, smallest number first:
No.	Structure	C8 TRAIL sens	TROY signal inh	SRC1 inh	NCOA2 inhibitor	SRC3 inh	NR5A2 inv ag
13	S=c1nn[nH]c2ccccc12	-4	7	-10	2	-18	19
17	CCS(=O)(=O)NCCc1csc(-c2cccnc2)n1	-13	-6	4	10	-10	-15
15	CCC(=O)N(CCC1(C(C)C)CCOC(C)(C)C1)C(C)c1cccs1 (centres undefined)	-12	-4	-5	15	1	4
14	CCOC(=O)N1CCN(C(=O)CSc2nc(=O)n3ccc(C)cc3n2)CC1	-1	-9	-8	-32	-11	-1
18	Cc1ccc(NC(=O)CN(C)C(=O)CSc2nnc(C(F)(F)F)n2C)cc1	-15	22	13	2	-22	10
23	COCCN(C(=O)CNC(=O)c1ccco1)C(C(=O)NC1CCCC1)c1ccc(OC)cc1 (centres undefined)	2	11	-9	8	8	12
19	Cc1nn(-c2nnc(C)c(=O)[nH]2)c(C)c1SCC(=O)Nc1ccc(C(C)C)cc1	-9	-14	-13	-6	-3	-5
21	CC(CSc1nnnn1-c1ccccc1)Cn1c(N2CCN(C)CC2)nc2c1c(=O)[nH]c(=O)n2C (centres undefined)	4	-6	-4	-7	21	-1

No.	LMP1 NFkB inh	NOD2 RIPK2 PPI	TLR9-MyD88 inh	Vif inh	NR2F2 inh
13	3	-5	-4	-1	-12
17	-3	-2	-8	-2	6
15	5	-5	1	17	18
14	1	3	-12	2	4
18	6	-29	-10	-15	8
23	-3	4	-5	16	-10
19	2	9	-1	5	-2
21	4	-2	13	4	7

# (next part)
No.	Structure	C8 TRAIL sens	TROY signal inh	SRC1 inh	NCOA2 inhibitor	SRC3 inh	NR5A2 inv ag
25	C/C(=N\NC(=O)CNc1cccc(Cl)c1C)c1cccs1	2	-10	0	8	-10	4
26	Cc1cccc(NS(=O)(=O)c2ccc(C(=O)NCC3CCCO3)cc2)c1C (centres undefined)	9	19	-5	7	10	4
27	CC(=O)Nc1ccc(S(=O)(=O)N2CCCC2C(=O)Nc2ccc(F)cc2)cc1 (centres undefined)	11	-11	0	7	9	-9
28	O=C(CSc1nc(-c2ccccc2)c(-c2ccccc2)o1)NCCCO	-19	-13	-15	-4	11	21
29	COc1cc(C(C)=O)ccc1OCC(=O)OCC(=O)c1cc(C)n(CC2CCCO2)c1C (centres undefined)	5	1	-13	-30	6	-21
30	CCN(CC)c1ccc(NC(=O)CCCCC(=O)Nc2ccc(N(CC)CC)cc2)cc1	8	3	6	57*	32	3
31	CC(C)(C)c1ccc(C(=O)Nc2ccc(S(=O)(=O)Nc3cnc4ccccc4n3)cc2)cc1	-2	11	-2	11	-5	-21
32	CC(=O)c1ccc2c(c1)OCCOCCOc1ccccc1OCCOCCO2	4	3	-15	-3	22	11
33	COC(=O)COc1ccc(S(=O)(=O)NCc2ccco2)cc1	12	6	8	0	18	-2
34	Cc1ccc(C)n1-c1ccc(C(=O)N/N=C/c2ccncc2)cc1	-38	2	-18	-5	-8	-2
35	Cc1ccc(-c2nc(-c3ccccn3)sc2CC(=O)O)cc1	6	-3	-25	-30	-9	-22
36	COCCNC(=O)c1cccc(Nc2nc(-c3ccccc3)c3cc(Cl)ccc3n2)c1	14	32	14	18	10	6

No.	LMP1 NFkB inh	NOD2 RIPK2 PPI	TLR9-MyD88 inh	Vif inh	NR2F2 inh
25	2	2	6	nt	-13
26	8	-3	-8	-1	4
27	-1	-2	0	-1	6
28	7	-8	3	3	3
29	2	-2	3	10	-20
30	14	11	4	-1	31
31	-20	5	-2	-3	-17
32	7	-5	-3	-1	0
33	4	-2	3	14	-2
34	-19	-2	6	4	1
35	5	-3	7	-4	-1
36	18	-14	3	12	-4

# (cont.)
No.	Structure	C8 TRAIL sens	TROY signal inh	SRC1 inh	NCOA2 inhibitor	SRC3 inh	NR5A2 inv ag
37	O=C(CSc1ccc(S(=O)(=O)N2CCOCC2)cn1)Nc1ccc(OC(F)F)cc1	-6	13	7	-33	-11	2
38	CCC[C@H]1CN(c2ccc(OC)cc2)C(=O)[C@@H]1CC(=O)Nc1ccccc1	-7	-12	-17	-7	-1	-5
39	CC(=O)OCC1=C(C(=O)O)N2C(=O)[C@@H](NC(=O)CSc3ccncc3)[C@H]2SC1	3	-20	-2	21	-3	-6
40	Cc1ccc(C(=O)NCC(=O)Nc2cc(C)ccn2)cc1	14	14	-47	-35	-36	-39
41	Cc1cc2ncc(S(=O)(=O)c3ccccc3)c(N)n2n1	-5	16	-10	-1	19	-8
42	COc1ccccc1CNC(=O)CCCc1cn(C)c2ccccc12	-6	-12	8	15	-12	-21
43	CC(=O)n1c(C=Nc2ccc(Cl)cc2)c(O)c2ccccc21	41	-4	-12	-22	8	9
44	COc1ccc(C=O)cc1OS(=O)(=O)c1ccc(NC(C)=O)cc1	-3	5	14	6	7	24
45	CC(=O)N1CCN(C(=O)c2ccc3c(c2)S(=O)(=O)c2ccccc2C3=O)CC1	5	4	-13	-22	-23	2
46	COCCCNC(=O)CN1C(=O)/C(=C\c2ccc(C)cc2)Sc2ccccc21	-7	-33	7	3	17	-17
47	COc1ccc(C(=O)NC2CCCCCCC2)cc1OC	12	2	-20	9	-16	-23
48	CN(C)S(=O)(=O)c1cccc(NC(=O)CSc2nc3ccccc3n2-c2ccccc2)c1	12	24	6	-14	24	6

No.	LMP1 NFkB inh	NOD2 RIPK2 PPI	TLR9-MyD88 inh	Vif inh	NR2F2 inh
37	5	0	-16	nt	5
38	8	5	-16	0	14
39	-6	8	5	6	10
40	-23	2	2	-6	-34
41	2	-11	-5	-6	14
42	-3	3	-2	-2	2
43	-29	-2	-1	-6	-4
44	-3	3	12	-6	2
45	-6	9	0	nt	5
46	-2	-2	-1	-17	12
47	3	-4	8	-6	0
48	1	-13	-6	-14	13

# More structures follow.
No.	Structure	C8 TRAIL sens	TROY signal inh	SRC1 inh	NCOA2 inhibitor	SRC3 inh	NR5A2 inv ag
49	COc1ccccc1C1NC(=O)NC(C)=C1C(C)=O (centres undefined)	5	-13	-4	-3	15	10
50	O=C(O)c1ccc(CNCc2cc(Cl)ccc2O)cc1	0	-15	-2	-15	-8	10
51	CCOC(=O)c1c(NC(=S)Nc2ccc(Cl)cc2)sc2c1CCN(C)C2	-19	4	-6	-6	-3	20
52	CN1CCN(c2nc(NCCOC34CC5CC(CC(C5)C3)C4)nc(OCC(F)(F)F)n2)CC1	-8	22	8	2	6	22
53	COc1ccc(-c2c(-c3cccc(C)c3)oc3ccc(-c4ccc5c(c4)OCO5)cc23)cn1	8	-2	6	13	-17	-6

No.	LMP1 NFkB inh	NOD2 RIPK2 PPI	TLR9-MyD88 inh	Vif inh	NR2F2 inh
49	5	7	-3	4	-4
50	2	-9	8	4	19
51	0	-2	-4	22	-24
52	-7	-28	-11	nt	-2
53	-5	-1	-10	1	-11
